From PubChem BioAssay
esBAF inh: blocks esBAF chromatin remodeling in mouse ES cells | Bmi1-luciferase knock-in reporter, 24 h; 100% = twice the neutral-well signal | reporter increase, % at 12.5 µM | actives 2% (n = 350,000); in the data active = activation above about 40%; inconclusive = no clear call, values can overlap the other calls;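 also: 0% = median of the plate's neutral control wells and 100% = double that signal; a rise in the Bmi1 reporter signal indicates esBAF inhibition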
Active calls of the source: *; ? = inconclusive. A portion of the library. The share of hits here may be higher or lower than overall.

A first look:
SMILES | esBAF inh
CCN(CC)S(=O)(=O)c1ccc(C(=O)Nc2cccc(C)c2)cc1 | 11
O=C(Nc1ccc(N2CCOCC2)cc1)Nc1ccc(Cl)c(Cl)c1 | 17
CCS(=O)(=O)N1CCN(C(=O)CC(C)C)CC1 | -1
Cc1ccc(C(c2nnnn2C2CCCC2)N2CCN3CCCC3C2)cc1 (centres undefined) | 0
CN(C)c1oc(-c2ccco2)nc1C#N | 0
CCNC(=O)CC1C(=O)N(c2ccccc2)C(=O)N1CCc1ccc(OC)c(OC)c1 (centres undefined) | 12
CC(=O)c1cc2c(cc1NS(=O)(=O)c1ccc3c(c1)OCCO3)OCO2 | -3
N#CCSc1nnc(-c2ccccc2O)n1CCc1ccccc1 | 2
COc1ccc(/C=N/n2cncn2)cc1CSc1ccccn1 | -2
COc1ccc(-c2[nH]ncc2Oc2ccccc2OC)c(O)c1 | -2
Cn1nc(CC(=O)NC2CCCCC2)c2ccccc2c1=O | 13
CCOC(=O)c1c(C)[nH]c(NC(=O)N2CCOCC2)c1C | -2
Cc1ccc(OCc2nc(-c3ccccc3)no2)c(C)c1 | 64*
CC(C)(C)c1ccc(NC(=S)NCc2cccs2)cc1 | 44*
COc1ccc(NC(=O)C2C(=O)N(C)C3(C)CC2c2ccccc2O3)cc1 (centres undefined) | 12
C=CCNc1nc(-c2c(C)nc3sccn23)cs1 | -11
CCOc1ccc(C(=O)Nc2c3c(nn2-c2cccc(Cl)c2)CS(=O)C3)cc1 (centres undefined) | 3
CC(C)NC(=O)CN1CCC(O)(c2ccccc2)CC1 | -9
Cc1cccc(NC(=O)CN(C)S(=O)(=O)c2ccc(Br)cc2)n1 | -4

The list itself, repeating the preview:
SMILES | esBAF inh
CCN(CC)S(=O)(=O)c1ccc(C(=O)Nc2cccc(C)c2)cc1 | 11
O=C(Nc1ccc(N2CCOCC2)cc1)Nc1ccc(Cl)c(Cl)c1 | 17
CCS(=O)(=O)N1CCN(C(=O)CC(C)C)CC1 | -1
Cc1ccc(C(c2nnnn2C2CCCC2)N2CCN3CCCC3C2)cc1 (centres undefined) | 0
CN(C)c1oc(-c2ccco2)nc1C#N | 0
CCNC(=O)CC1C(=O)N(c2ccccc2)C(=O)N1CCc1ccc(OC)c(OC)c1 (centres undefined) | 12
CC(=O)c1cc2c(cc1NS(=O)(=O)c1ccc3c(c1)OCCO3)OCO2 | -3
N#CCSc1nnc(-c2ccccc2O)n1CCc1ccccc1 | 2
COc1ccc(/C=N/n2cncn2)cc1CSc1ccccn1 | -2
COc1ccc(-c2[nH]ncc2Oc2ccccc2OC)c(O)c1 | -2
Cn1nc(CC(=O)NC2CCCCC2)c2ccccc2c1=O | 13
CCOC(=O)c1c(C)[nH]c(NC(=O)N2CCOCC2)c1C | -2
Cc1ccc(OCc2nc(-c3ccccc3)no2)c(C)c1 | 64*
CC(C)(C)c1ccc(NC(=S)NCc2cccs2)cc1 | 44*
COc1ccc(NC(=O)C2C(=O)N(C)C3(C)CC2c2ccccc2O3)cc1 (centres undefined) | 12
C=CCNc1nc(-c2c(C)nc3sccn23)cs1 | -11
CCOc1ccc(C(=O)Nc2c3c(nn2-c2cccc(Cl)c2)CS(=O)C3)cc1 (centres undefined) | 3
CC(C)NC(=O)CN1CCC(O)(c2ccccc2)CC1 | -9
Cc1cccc(NC(=O)CN(C)S(=O)(=O)c2ccc(Br)cc2)n1 | -4
Cn1nc(C(=O)Nc2sccc2C(N)=O)ccc1=O | -10
Cc1cccc(OCCCSc2nc3ccc(C)cc3[nH]2)c1 | 0
CCN(CC)c1nc(-c2ccc(Cl)cc2)cc(C(F)(F)F)c1C#N | -2
O=C(c1ccccc1)N(CCN1CCOCC1)C1(C(=O)Nc2ccccc2)CCCCC1 | -2
CC(=O)Nc1ccc(NC(=O)c2ccccc2N(C)S(C)(=O)=O)cc1 | -1
CCCC(=O)Nc1nc(-c2ccc3c(c2)CCN3S(C)(=O)=O)cs1 | 33
Cc1[nH]nc(SCC(=O)N2CCCCC2)c1[N+](=O)[O-] | 36
CS(=O)(=O)N(CC(N)=O)c1cccc(Br)c1 | 0
COc1ccccc1OCc1ccc(C(=O)N2N=C(C(F)F)CC2(O)C(F)F)o1 (centres undefined) | -1
CCc1ccc(C2CC(c3ccco3)=NN2S(C)(=O)=O)cc1 (centres undefined) | -24
OC(COc1c(Cl)cc(Cl)cc1Cl)CN1CCCCC1 (centres undefined) | 4
O=C(NCc1ccc2c(c1)OCO2)C1CCC(CNS(=O)(=O)c2ccccc2)CC1 (centres undefined) | 0
CCNc1nc(Oc2ccc(C(=O)OC)cc2)nc(N(C)C)n1 | 4
CCOC(=O)c1ccc(NC2=CC(=O)C(=O)c3ccccc32)cc1 | 17
CCc1ccc(C(=O)COC(=O)CNC(=O)c2ccco2)cc1 | -2
FC(F)(F)c1ccc(N2CCN(c3ncnc4c3nnn4Cc3ccccc3Cl)CC2)cc1 | 3
O=C1NC(=S)SC1=C1CCCC1 | 0
O=C(CCC1CCCCC1)NNC(=O)NC12CC3CC(CC(C3)C1)C2 | -6
CC(C)(C)n1nnnc1C(c1ccc(Cl)cc1)N(Cc1cccnc1)Cc1ccco1 (centres undefined) | 2
Nc1nc(CSCc2ccccc2)nc(N2CCOCC2)n1 | 31
Cc1cc(Nc2ccccc2)n(-c2ccc(Br)cc2)n1 | -12
Cc1nc2ncnn2c(C)c1CCC(=O)N1CCCCC1 | -8
COc1cc(CN2CCC(C(=O)N3CCCC(C)C3)CC2)cc(OC)c1O (centres undefined) | -3
CCN(CC)S(=O)(=O)c1ccc(F)cc1 | -5
C/C=C/c1ccc(OC)c(OC(C)=O)c1 | -4
CCc1ccc(N2C(=O)c3ccc4c5c(ccc(c35)C2=O)CC4)cc1 | 5
CC(=O)NS(=O)(=O)c1ccc(NS(=O)(=O)c2ccc(F)cc2)cc1 | -2
Cc1ccc(Br)cc1S(=O)(=O)N1CCN(c2ccccc2)CC1 | 1
CC(C)(C)c1cnnn1-c1ccc(NC(=O)c2ccc3c(c2)OCO3)cc1 | 44*
COC(=O)CCS(=O)(=O)c1ccc(Cl)cc1 | -2
CCOc1ccc2nc(-c3ccccc3)[nH]c2c1 | -36
Cc1ccc(Oc2ccccc2)c(NC=O)c1 | 5
COc1ccc(NC(=O)COc2ccccc2C#N)c(S(=O)(=O)N2CCCCC2)c1 | 20
CC(C)(C)c1ccc(-c2nc(C=O)c3ccccn23)cc1 | -29
COCC(C)NCc1cccc(OC)c1OC (centres undefined) | 2
CCCN1C[C@@H](C)[C@H](OC)CN(C)C(=O)c2ccc(NC(=O)c3ccccn3)cc2OC[C@H]1C | 1
CCCCCN(C(=O)CCC(=O)OCCOc1ccc(OC)cc1)c1c(N)n(CCCC)c(=O)[nH]c1=O | -3
Cc1nc2cc(Nc3nnc(-c4ccccc4)c4ccccc34)ccc2n1C | -8
CCOC(=O)COc1ccc(S(=O)(=O)N2CCN(c3ccccc3F)CC2)cc1 | 1
c1ccc2c(c1)ncc1cccn12 | -5
CCOc1ccccc1N(C(=O)CNC(=O)c1ccco1)C(C(=O)NC(C)(C)C)c1ccncc1 (centres undefined) | 4

The results go on.
SMILES | esBAF inh
CC(=O)N1CCN2C(=O)C1CCCC(=O)c1cc(C)ccc12 (centres undefined) | -4
OCCN1CCN(c2nc(NCc3ccco3)c3ccccc3n2)CC1 | -7
CC(C)CCN(C(=O)Nc1ccccc1)C(C)c1cccs1 (centres undefined) | -1
O=C(NC1CCCCC1)c1noc2c1CCCCC2 | 1
Cc1cccc(C)c1NC(=O)N1CCC(n2cnc3ccccc32)CC1 | -10
CCC(C)SCc1nc2ccccc2[nH]1 (centres undefined) | ?
CC(OC(=O)CN1C(=O)C2CCCCC2C1=O)C(=O)Nc1ncc(Cl)cc1Cl (centres undefined) | -7
Cc1ccccc1Cn1c(C(C)O)nc2ccccc21 (centres undefined) | -1
COCCCNC(=O)CN1C(=O)c2ccccc2C1=O | 7
Cc1cc(NS(=O)(=O)c2ccc(NC(=O)c3cc4ccccc4o3)cc2)nc(C)n1 | -12
CCn1ncc(CNC(=O)CCCSc2nc(-c3ccco3)cc(C(F)(F)F)n2)c1C | -7
COc1ccc(N(C(=O)c2ccco2)C(C(=O)NC2CCCCC2)c2cccs2)cc1OC (centres undefined) | 3
COc1ccc(C2C(C#N)=C(N)Oc3c2sc2nc(C)cc(C)c32)cc1 (centres undefined) | 2
COc1ccc(-c2noc(CN3CCCCC3)n2)cc1OC | 16
O=C(Cc1ccccc1)N1CCCC(c2nc(-c3cccs3)no2)C1 (centres undefined) | 5
O=c1ccn(-c2cccc(C(F)(F)F)c2)nc1-c1ccn(-c2cccc(Cl)c2)n1 | -1
CCN(CC)C(=O)c1ccc(Nc2nnc(C)c3ccccc23)cc1 | 3
COc1ccc(C/C(N)=N/OC(=O)C(c2ccccc2)c2ccccc2)cc1OC | -3
Cc1nc2ccc(NC(=O)N3CCSCC3)cc2nc1C | 4
O=C(NCCCn1ccnc1)Nc1ccc(Cl)cc1 | -5
Cn1ccnc1SCC(=O)Nc1ccc2ccccc2c1 | -1
CCC(Sc1nccn1C)C(=O)Nc1cccc2ccccc12 (centres undefined) | -9
O=C(Cn1cnc2c(cnn2-c2ccccc2)c1=O)OCc1ccccc1 | 34
O=c1c2[nH]c3ccccc3c2ncn1C1CCCCC1 | 62*
Cc1nn(-c2nnc(C)c(=O)[nH]2)c(C)c1SCC(=O)Nc1ccc(C(C)C)cc1 | -5
O=C1/C(=C/c2ccccc2)CCCc2ccccc21 | 49*
O=C(OCCN1CCOCC1)C(c1ccccc1)c1ccccc1 | -2
COc1ccc(CSc2nc(C)cc(=O)[nH]2)cc1Br | -4
Oc1ccccc1Nc1ncnc2c1oc1ccccc12 | 33
C=CCN1C(=O)C(O)(CC(=O)c2ccc(Cl)cc2)c2ccccc21 (centres undefined) | -5
CC(/C=C1\SC(=O)N(CC(=O)Nc2cccc(O)c2)C1=O)=C\c1ccccc1 | -86
O=S(=O)(c1ccc(Cl)cc1)N1CCC(n2cnc3cc(C(F)(F)F)ccc32)CC1 | -3
COc1ccc(C2C3=C(CC(C)(C)CC3=O)Nc3c2c(=O)[nH]c(=O)n3Cc2ccccc2)cc1OC (centres undefined) | 3
CC1(C(=O)c2ccccc2)C2c3c(ccc4ccccc34)OC(=O)C21C(=O)N1CCOCC1 (centres undefined) | -1
N#CCCn1nnc2ccccc21 | -8
CC(=O)NC1C(=O)N=C(SCc2ccccc2)NC1=O (centres undefined) | 2
CCCn1cnc2c(c1=O)c1nc3ccccc3nc1n2CCc1ccccc1 | -5
COc1ccc(OC(=O)CCCN2C(=O)c3ccccc3C2=O)cc1 | -12
CC(C)OC(=O)CSc1n[nH]c(-c2cccnc2)n1 | -4
O=C(c1cccn2c(=O)c3ccccc3nc12)N1CCN(c2ccccn2)CC1 | -3
CCN(CC)CCOc1cc2c(nn1)Oc1ccccc1N2C | -3
Cc1ccc(CN2C3=NC(=O)CN3c3ccccc32)cc1 | 2
O=C(NC12CC3CC(CC(C3)C1)C2)N1CCN(c2nc(-c3ccccc3)cs2)CC1 | 1
CCOC(=O)C1=C(C)C(c2ccc(OC)cc2OC)NC(=O)N1 (centres undefined) | 2
CC1Cc2ccccc2N1C(=O)CSc1nc2c(c(=O)n(C)c(=O)n2C)n1Cc1ccc(F)cc1 (centres undefined) | -5
CCN(CC)C(=O)CSc1nnc(-c2ccc(S(=O)(=O)NCc3ccccc3Cl)cc2)o1 | -4
CSc1sc(C)cc1C1C(C#N)=C(N)N(c2cccnc2)C2=C1C(=O)CCC2 (centres undefined) | -2
Cc1cc(C)cc(NC(=O)c2cccn2-c2ncc(C(F)(F)F)cc2Cl)c1 | -12
COC(=O)c1ccc(Cn2cnc3c(cnn3-c3ccc(F)cc3)c2=O)o1 | -6
Cc1ccc[n+](CC(=O)c2cc3ccccc3oc2=O)c1 | 6
COC(=O)CSc1nnc(CSc2nc(C)cc(C)n2)n1Cc1ccco1 | 0
CCC(c1nnnn1Cc1ccco1)N(CCc1ccccc1)Cc1cc2ccc(OC)cc2[nH]c1=O (centres undefined) | 11
CCc1ccccc1NC(=O)c1cnccn1 | -7
COc1ccc(C2Sc3nncn3N2Cc2ccc(C#N)cc2)cc1 (centres undefined) | -5
O=C(N/N=C/c1ccc2c(c1)OCO2)/C(=C/c1ccc2c(c1)OCO2)NC(=O)c1ccccc1 | 3
COc1ccc(O)c(/C=N/NC(=O)c2ccc(OCc3cccc(Br)c3)cc2)c1 | -57
COc1cc2c(cc1NC(=O)CSc1nnc(Cc3cccs3)n1C)oc1ccccc12 | 12
O=c1[nH]c2cc3c(cc2cc1C(c1nnnn1C1CCCCC1)N1CCSCC1)OCCO3 (centres undefined) | 0
CCC1(C)Cc2c(sc3c2c(=O)n(C)c2nnc(SCc4ccccc4)n32)CO1 (centres undefined) | 1
CC1Cc2ccccc2N1S(=O)(=O)c1cccc(C(=O)NCCCO)c1 (centres undefined) | 4

(listing goes on)
SMILES | esBAF inh
CCOC(=O)C1=C(CSCC(=O)OC)NC(=O)NC1c1cc(C)ccc1C (centres undefined) | -5
Cc1c(NC(=O)C2CCN(S(=O)(=O)c3ccccc3)CC2)c(=O)n(-c2ccccc2)n1C | -3
CCOc1ccc2[nH]c(=O)c(CN(Cc3ccco3)C(=O)c3ccc(Br)cc3)cc2c1 | 1
O=C(Nc1nccs1)C1CCN(S(=O)(=O)c2ccc(Cl)c(C(F)(F)F)c2)CC1 | -3
CCOc1ccc(-n2c(=O)[nH]cc(C(=O)N3CCCc4ccccc43)c2=O)cc1 | 6
CCOCCCNS(=O)(=O)c1ccc(-n2cnnn2)c(OC)c1 | -5
Cc1oc(C(=O)O)cc1COc1ccc2c(C)cc(=O)oc2c1 | -2
CC(C)(C)OC(=O)N1CCOCCOCCN(C(=O)OC(C)(C)C)CCOCCOCC1 | -6
O=C(O)c1ccc(SCc2cnc(Cl)s2)cc1 | -4
O=C(CCCN1C(=O)c2ccccc2C1=O)Oc1ccc(F)cc1 | -1
CCOC(=O)c1cccc(NC(=O)CSc2nnc(COc3ccc(Cl)cc3)o2)c1 | 2
Cc1cc(C(F)(F)F)n2ncc(-c3ccccc3)c2n1 | -4
CCc1nnc(NC(=O)c2cccc(S(=O)(=O)N3CCc4ccccc43)c2)s1 | -2
